Bioassay records as filed in PubChem BioAssay.
NPY-Y2 antag: NPY-Y2 (human) receptor antagonism. P49146. NPY-Y2 expressing cells, antagonist mode. inhibition, % at 2.7 µM. 140,000 compounds, 0.99% hits. AID 793; in the data active = inhibition above about 17%;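 also: 0% = vehicle with agonist challenge and 100% = reference antagonist with challenge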
Target sequence (P49146 whole entry, looked up): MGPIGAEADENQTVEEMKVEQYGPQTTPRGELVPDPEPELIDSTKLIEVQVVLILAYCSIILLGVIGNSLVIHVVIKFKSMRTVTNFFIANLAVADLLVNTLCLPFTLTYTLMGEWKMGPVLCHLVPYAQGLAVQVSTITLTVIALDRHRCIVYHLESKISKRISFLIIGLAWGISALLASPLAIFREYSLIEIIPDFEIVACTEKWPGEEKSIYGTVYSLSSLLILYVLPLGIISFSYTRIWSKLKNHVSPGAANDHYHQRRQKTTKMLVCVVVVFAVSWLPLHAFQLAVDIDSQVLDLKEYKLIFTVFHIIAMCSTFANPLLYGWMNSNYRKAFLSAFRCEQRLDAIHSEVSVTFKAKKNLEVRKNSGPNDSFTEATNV
PTEN del growth: growth suppressors of cells with PTEN tumor suppressor deletion; 140,000 compounds, 1.2% hits; AID 827; HCT116 PTEN-null viability, CellTiter-Glo, 60 h; active compounds read low; viability, % at 10 µM;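 active = viability at or below a set limit, 4 SD under the median of all tested compounds, cut at about 3.7% in these data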;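 also: PTEN knockout HCT116 line with beta catenin targeted HCT116 as companion control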
Phagocyt inh: inhibitors of macrophage phagocytosis | J774A.1 macrophage IgG-bead phagocytosis, imaging | inhibition, % at 5 µM | 110,000 compounds, 0.07% hits;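 active = inhibition above the mean of the plate negative controls plus 5 SD, cut at about 13% in these data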;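 also: phagocytic index as fraction of beads internalized from green versus red external bead signal; plate controls were DMSO negative control for no effect and cytochalasin-D positive control for full effect; some results beyond the cut were filed as inactive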
Measles CPE: protection of cells from measles virus; Measles virus-infected cells, CPE protection, absorbance; 140,000 compounds, 1.5% hits; protection (pct of control), % at 4 µM; AID 841; in the data active = protection mostly above about 24%, no sharp cut-off; inactive = mostly below about 26%; also: some compounds called inactive have numbers as strong as hits
GALR2 antag: blocks the human galanin receptor 2 | inhibition, % at 4 µM | O43603 | 140,000 compounds, 0.39% hits | GALR2-expressing cells, antagonist mode; in the data active = inhibition above about 27%;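 also: cells stimulated with galanin 1-16 at roughly its EC80; 0% = agonist challenge control and 100% = basal control without agonist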
Target sequence (O43603 whole entry, looked up): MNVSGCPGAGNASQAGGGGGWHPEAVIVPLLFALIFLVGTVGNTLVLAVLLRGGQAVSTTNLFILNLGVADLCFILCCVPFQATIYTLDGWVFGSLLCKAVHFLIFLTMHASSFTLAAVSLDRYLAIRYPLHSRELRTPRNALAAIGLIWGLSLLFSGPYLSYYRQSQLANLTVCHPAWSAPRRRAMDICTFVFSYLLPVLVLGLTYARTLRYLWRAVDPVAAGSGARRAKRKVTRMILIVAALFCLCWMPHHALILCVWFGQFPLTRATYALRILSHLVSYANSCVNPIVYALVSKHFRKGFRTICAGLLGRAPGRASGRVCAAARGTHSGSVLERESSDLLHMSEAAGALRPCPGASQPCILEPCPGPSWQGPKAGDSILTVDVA
MRP-1 activ: activates MRP-1; H69AR cells + doxorubicin, viability rescue, CellTiter-Glo; viability increase, % at 10 µM; 140,000 compounds, 0.61% hits; AID 799;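 active = viability gain under doxorubicin at or above a set limit, the compound median plus 3 SD, cut at about 4.7% in these data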;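 also: MRP-1 overexpressing cells given doxorubicin 25 µM after compound pretreatment; 18-22 h compound pretreatment then 72 h with doxorubicin before readout; 0% = doxorubicin-only wells and 100% = vehicle-treated cells without doxorubicin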
bCat KO growth: beta-catenin-lacking colon tumor cell growth suppression. HCT116 beta-catenin knockout viability, CellTiter-Glo, 60 h; active compounds read low. viability, % at 10 µM. 140,000 compounds, 1.5% hits;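 active = viability at or under a set limit, the compound median less 4 SD, cut at about 6% in these data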;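 also: 0% = Hyamine 1622 control at 20 µM and 100% = untreated cell control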
Yeast growth inh: reduces growth of yeast BB579 in restrictive medium. S. cerevisiae BB579 growth, OD615, 48 h. inhibition, % at 10 µM. 140,000 compounds, 0.51% hits;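 active = inhibition above a set limit, 3 SD over the mean compound inhibition, cut at about 44% in these data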; also: inactives centre near -24
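Test system: Saccharomyces cerevisiae DeaD strain BB579, replicative lifespan model yeast | Buffer or medium: Restrictive CSMM-D medium | Doses: One dose, 10 µM compound with 0.25% DMSO | Incubation: 48 h exposure, 30 °C | Detection: Culture absorbance at 615 nm | Control set: Amphotericin B at 10 µg/mL as positive control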
E-sel TNF inh: TNF alpha driven E-selectin expression inhibition | HUVEC TNFa-induced E-selectin immunofluorescence, high content | inhibition, % at 2 µM | 120,000 compounds, 0.71% hits | AID 1246;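 active = inhibition above the batch mean plus 3 SD, and confirmed as a hit on visual image review, cut at about 43% in these data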;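 also: 0% = TNF-stimulated DMSO wells and 100% = unstimulated control wells; not every result past the cut was called active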
Yeast lifespan up: yeast lifespan extension; inhibition of the nicotinamide effect, % at 10 µM; 130,000 compounds, 0.68% hits; S. cerevisiae growth with nicotinamide, OD615; deaD strain in restrictive glucose medium;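 active = inhibition above a set limit, placed 3 SD over the median of all compounds, cut at about 26% in these data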;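 also: 0% = nicotinamide-treated wells and 100% = cells grown without nicotinamide; some compounds called inactive have numbers as strong as hits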
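assay system = DeaD-strain S. cerevisiae | measured by = absorbance at 615 nm | probe or stimulus = nicotinamide 1.5 mM | buffer or medium = CSMM-D glucose medium, restrictive | times = 48 h at 30 °C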
* = called active by the depositor; · = not tested or not shown. This is a random part of the collection. About 6.1% of those tested had a hit in this group.

SMILES | NPY-Y2 antag | PTEN del growth | Phagocyt inh | Measles CPE | GALR2 antag | MRP-1 activ | bCat KO growth | Yeast growth inh | E-sel TNF inh | Yeast lifespan up
CC(C)n1c2ccccc2c2nnc(SCC(=O)OCN3C(=O)c4ccccc4C3=O)nc21 | 3 | 100 | 0 | 2 | 1 | -1.7 | 90 | -44 | -17 | 0
NC(=O)C1CCN(C(=O)c2ccc(CS(=O)(=O)c3c(Cl)cccc3Cl)o2)CC1 | 0 | 95 | 0 | 6 | -2 | -0.8 | 106 | -19 | 15 | -4
COC(=O)C1(C(F)(F)F)N=C(N(C)C)OC(N(C)C)=N1 | 0 | 104 | 0 | 17 | -5 | -0.2 | 98 | 3 | · | -4
CC(=O)NC1=NN(C(C)=O)C(c2cccc([N+](=O)[O-])c2)S1 (centres undefined) | 0 | 100 | 5 | 2 | -6 | -1.6 | 89 | -15 | 11 | -2
O=C1c2ccccc2C(=O)N1CCC(c1ccccc1)c1ccco1 (centres undefined) | 12 | 84 | · | 14 | -20 | -1.9 | 78 | -6 | -9 | -6
FC(F)(F)c1ccccc1/C=N/N1CCN(Cc2ccccc2)CC1 | 12 | 102 | -10 | 6 | 2 | 1.1 | 87 | -40 | · | 5
CCOC(=O)C1CCCN(CC(O)COc2ccc(OC)cc2C(C)(C)C)C1 (centres undefined) | 2 | 83 | -1 | 4 | 8 | -4.2 | 82 | -20 | 19 | 2
CCc1nnc(NC(=O)/C=C/c2ccc(C)o2)s1 | 1 | 97 | -9 | 4 | 5 | -0.9 | 98 | -29 | -4 | -4
CCn1c(SCc2nc3cc(OC)c(OC)cc3c(=O)[nH]2)nnc1-c1ccncc1 | 0 | 98 | 0 | 9 | -17 | -2.7 | 94 | 6 | 2 | -34
Cc1cc2oc(C(=O)Nc3ccc(S(=O)(=O)Nc4nccs4)cc3)cc(=O)c2cc1Cl | 4 | 60 | -7 | 2 | -5 | -1.2 | 50 | -37 | -6 | -1
CCOc1cc(C(=O)Nc2ccc(S(=O)(=O)Nc3cc(C)on3)cc2)cc(OCC)c1OCC | -1 | 97 | 4 | 3 | -13 | -2.1 | 90 | -30 | · | -2
CCCNC(=O)Cc1ccsc1 | 4 | 98 | · | 10 | -1 | -1.8 | 97 | -38 | -15 | -2
CCNC(=O)n1nccc1C(C)Oc1ccc(Cl)cc1 (centres undefined) | 1 | 85 | · | 17 | -8 | -1.6 | 88 | -15 | -17 | -14
COCCNC(=O)CSc1ccc(C)cc1 | 4 | 94 | -1 | 30 | 2 | -2.5 | 94 | -36 | -13 | -4
C=CCn1c(SCc2cc(C(=O)OC)c(C)o2)nnc1-c1ccncc1 | 0 | 92 | 2 | 39 | -7 | 0.1 | 85 | -39 | -33 | -4
Cc1cc(C)cc(NC(=O)CN2CCc3ccccc3C2)c1 | 6 | 82 | · | 4 | 6 | -3.8 | 97 | -33 | -36 | -10
COc1ccc(N(C(=O)C(C)C)S(=O)(=O)c2cccc3cccnc23)cc1 | 7 | 100 | -5 | 8 | 3 | -1.1 | 93 | 4 | 11 | 0
O=C(O)CCC(=O)N1CCN(c2ccccn2)CC1 | 1 | 98 | · | 29 | -15 | -0.1 | 91 | -49 | 25 | -12
CC(C)c1nnc(NC(=O)CCC(=O)NCc2ccc3c(c2)OCO3)s1 | 2 | 93 | -2 | 2 | -1 | -1.3 | 97 | -31 | -10 | -18
Cc1c(NC(=O)c2ccc(COc3ccc4ccccc4c3)o2)c(=O)n(-c2ccccc2)n1C | 18* | 70 | 3 | 26 | 1 | -1.7 | 66 | -45 | 9 | ·
Cc1[nH]nc2c1C1(CCOC1C)C(C#N)=C(N)O2 (centres undefined) | 5 | 89 | 1 | 7 | -8 | -0.8 | 94 | 11 | -20 | -11
FC(F)(F)c1ccccc1CN1CCN(C2CCCCCC2)CC1 | 22* | 64 | 0 | 8 | 8 | -0.5 | 57 | -13 | -6 | 3
CCOc1cccc(-c2nn3c(-c4cc(C)[nH]n4)nnc3s2)c1 | -1 | 107 | 1 | 5 | 8 | -1.6 | 98 | -59 | -26 | -2
COc1ccccc1NC(=O)Cn1nnc(-c2ccccc2NC(=O)c2ccco2)n1 | 0 | 102 | 0 | 8 | -10 | -1.4 | 88 | -7 | -12 | -3
COC(=O)Cn1c2ccc(F)cc2c2nc(C)sc21 | 2 | 116 | 1 | 18 | 12 | 0.3 | 96 | -26 | 5 | -15

Next structures:
SMILES | NPY-Y2 antag | PTEN del growth | Phagocyt inh | Measles CPE | GALR2 antag | MRP-1 activ | bCat KO growth | Yeast growth inh | E-sel TNF inh | Yeast lifespan up
O=C(CN1CCC(NC(=O)c2ccccc2)CC1)NCc1ccccc1F | 1 | 117 | 0 | 20 | -15 | -1.0 | 114 | -33 | · | -1
COc1ccc(CCNC(=O)c2ccc(-c3ccc([N+](=O)[O-])cc3Cl)o2)cc1OC | 9 | 30 | -5 | 10 | -14 | -3.3 | 26 | -52 | -48 | -6
O=C(NC1=NCCS1)c1cccs1 | 4 | 104 | -2 | 12 | -1 | -0.8 | 102 | -45 | · | -8
CC(=O)C1=C(O)CCC1=N | 1 | 100 | -1 | 5 | 2 | -2.3 | 93 | -16 | -3 | -4
CC1=CN2C(=N)/C(=C\c3cn(CCCOc4ccccc4)c4ccccc34)C(=O)N=C2S1 | 4 | 6 | · | 3 | -10 | -5.6 | 7 | -49 | 54 | 2
Cc1ccc(S(=O)(=O)N(CCO)c2cc3c(s2)CCCC3)cc1 | 2 | 78 | · | 5 | -1 | -1.8 | 82 | -24 | -1 | -4
COc1ccc(C(=O)COC(=O)c2ccco2)cc1 | 4 | 98 | -1 | 19 | -5 | 0.7 | 104 | -26 | · | -10
O=C(O)C1CCCN(S(=O)(=O)c2cccs2)C1 (centres undefined) | 1 | 94 | · | 13 | -24 | -1.1 | 82 | -26 | 12 | ·
COc1ccc(-c2cnnn2-c2ccc(NC(=O)c3ccc(S(=O)(=O)N4CCCCC4)cc3)cc2)cc1OC | 3 | 73 | 0 | 14 | 4 | -2.1 | 76 | -37 | · | 4
C(=C\c1nc(N2CCCCCC2)c2ccccc2n1)/c1ccccc1 | 15 | 8 | 0 | 3 | -4 | -5.8 | 3.3* | 74* | -32 | -7
Cc1nnc2n(c1=O)N=C(c1ccc(Cl)cc1)CS2 | 0 | 94 | -5 | 16 | 5 | -0.3 | 85 | -19 | 6 | -6
Cc1cccc(NC(=O)c2cccc3c2C(=O)c2ccccc2-3)c1 | 2 | 72 | · | 3 | 6 | -3.4 | 67 | -18 | -16 | -8
CCOc1ccc(N2C(=O)CC(N3CCC(O)(c4ccc(Br)cc4)CC3)C2=O)cc1 (centres undefined) | 5 | 107 | 0 | 4 | 4 | 0.4 | 102 | -51 | 10 | -1
C#CCn1c(=NC(=O)c2cccs2)sc2cccc(OCC)c21 | 6 | 92 | 0 | 5 | -4 | 0.8 | 92 | -1 | -13 | -6
CCOc1ccc(NC2c3ccccc3C(=O)N2c2ccc(Cl)cn2)cc1 (centres undefined) | 1 | 91 | · | 9 | 8 | -2.2 | 94 | -34 | -29 | -2
O=C(NC1(C(F)(F)F)N=C2SCCN2C1=O)C1CCCCC1 (centres undefined) | 2 | 90 | 1 | 10 | -2 | -0.1 | 94 | -29 | -9 | 0
CCC(=O)Nc1cnc(NC(=O)c2cccc(F)c2)cc1C | -2 | 92 | · | 13 | -2 | 0.3 | 90 | -18 | 1 | -9
COc1ccc(CCN2C(=O)C3CC(C)=C(C)CC3C2=O)cc1OC (centres undefined) | 6 | 90 | -1 | 31 | -16 | -1.2 | 89 | -15 | 24 | -7
COc1ccc(S(=O)(=O)NCC(c2cccnc2)N2CCN(c3ccccc3)CC2)cc1C (centres undefined) | -1 | 93 | -1 | 21 | 7 | -2.7 | 92 | -1 | 1 | -5
COc1ccc(N2CCN(Cc3oc(CO)cc(=O)c3O)CC2)cc1 | 1 | 108 | 1 | 27 | -5 | 0.7 | 98 | -49 | 5 | -4
Cc1onc(-c2ccccc2Cl)c1C(=O)OCN1C(=O)c2ccccc2C1=O | 5 | 100 | -1 | 4 | -1 | -1.2 | 95 | -39 | 15 | -1
CCCCCn1c(SCCN2CCOCC2)nc2c1c(=O)[nH]c(=O)n2C | -2 | 96 | -2 | 13 | -4 | -1.5 | 96 | -30 | 15 | -1
CC(C)OC(=O)CCc1nc2ccccc2[nH]c1=O | 3 | 112 | 2 | 7 | -11 | 0.4 | 101 | -19 | 35 | -10
Cc1cc(C)cc(NC(=O)CN2CCN(CCN=CC3=C(O)CC(C)(C)CC3=O)CC2)c1 | -2 | 84 | · | 4 | 6 | -1.0 | 73 | -26 | 8 | ·
CCCCN(CCCNC(=O)c1ccc2nc(N3CCOCC3)sc2c1)Cc1ccccc1 | 1 | 71 | -1 | 2 | -6 | -0.8 | 72 | 15 | -23 | -15

New compounds follow:
SMILES | NPY-Y2 antag | PTEN del growth | Phagocyt inh | Measles CPE | GALR2 antag | MRP-1 activ | bCat KO growth | Yeast growth inh | E-sel TNF inh | Yeast lifespan up
O=C(CSc1nnc(CNc2ccc(F)cc2)n1Cc1ccco1)N1CCOCC1 | 0 | 111 | -4 | 4 | 2 | -1.9 | 105 | 8 | 11 | -8
C=C(C)CSc1cc(C)c(C#N)c2nc3ccccc3n12 | 1 | 107 | -8 | 5 | -12 | -2.4 | 92 | -31 | 18 | -8
COc1ccccc1C(=O)Nc1ccccc1C(=O)N1CCCC1 | 1 | 103 | · | 10 | -7 | -0.9 | 102 | -58 | 1 | -12
Cn1c(=O)c2c(nc(SCc3nc(N)nc(N4CCCCC4)n3)n2C)n(C)c1=O | -1 | 70 | -4 | 8 | 5 | -2.6 | 62 | -38 | -9 | -2
COC(=O)c1ccccc1NC(=O)C1CC(c2ccc(F)cc2)=NO1 (centres undefined) | 5 | 100 | 0 | 18 | 0 | 3.0 | 96 | -9 | -91 | -11
COc1ccc(CCNC(=O)c2cc(-c3ccc(C)c(C)c3O)n[nH]2)cc1OC | 2 | 79 | 0 | 12 | -1 | -0.7 | 94 | -30 | 16 | -6
CCn1cnc2sc(C)c(C)c2c1=O | -1 | 87 | 0 | 9 | -5 | -1.7 | 88 | -28 | 4 | -14
Cc1cccc(-n2cccc2)c1C#N | 2 | 89 | 5 | 10 | -5 | -2.3 | 97 | -7 | -17 | -15
Cc1ccccc1NC(=S)N(C)Cc1cccs1 | -1 | 83 | 0 | 9 | 6 | -1.7 | 93 | -36 | 0 | -16
O=c1[nH]cnc2c1c(-c1ccccc1)cn2-c1ccc(Br)cc1 | 3 | 58 | -2 | 6 | -9 | 2.2 | 57 | -66 | 5 | -6
COc1ccc2c(c1)OC1=C(C(=O)CCC1)C2C1=C(O)CCCC1=O (centres undefined) | 1 | 85 | · | 15 | 10 | -2.1 | 100 | -18 | 17 | 32
N#Cc1cccc(NC(=O)COC(=O)c2cccc(N3C(=O)c4ccccc4C3=O)c2)c1 | 4 | 107 | 1 | 7 | 17 | 0.5 | 89 | -35 | 6 | 5
Cc1cc(NC(=O)C2CCCCC2)n(-c2nc3ccccc3[nH]2)n1 | 17* | 14 | -1 | 2 | -24 | -2.3 | 27 | -14 | 9 | -4
